S1P3 antag: antagonists of human S1P3 receptor; CHO S1P3 NFAT-BLA reporter, FRET fluorescence, antagonist mode; inhibition, % at 4.98 µM; hit rate 0.27% among 170,000; AID 485;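 active = inhibition above the plate cutoff, the mean inhibition of test wells on that plate plus 3 SD, cut at about 28% in these data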;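 also: cells challenged with S1P at its EC80 of 0.8 µM; blue over green emission ratio from cleaved BLA substrate after 4 h stimulation; 0% = S1P-stimulated wells and 100% = unstimulated DMSO-only wells; some compounds past the cut are filed as inactive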
Target sequence (Q99500 whole entry, looked up): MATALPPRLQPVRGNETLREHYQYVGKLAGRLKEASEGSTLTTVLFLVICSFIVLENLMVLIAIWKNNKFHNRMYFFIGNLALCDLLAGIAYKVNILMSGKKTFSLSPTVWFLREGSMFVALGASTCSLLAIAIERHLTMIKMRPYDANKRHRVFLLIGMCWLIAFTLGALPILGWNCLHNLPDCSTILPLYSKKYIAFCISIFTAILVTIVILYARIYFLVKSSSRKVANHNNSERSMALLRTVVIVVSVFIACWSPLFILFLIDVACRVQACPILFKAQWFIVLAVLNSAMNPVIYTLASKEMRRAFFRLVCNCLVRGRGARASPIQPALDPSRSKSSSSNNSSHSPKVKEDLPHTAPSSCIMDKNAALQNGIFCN
* marks the source's active call; other numbers are inactive results. The list is partial (hit frequency here may not be typical).

SMILES | S1P3 antag
CCOC(=O)C(CCCCP(=O)(c1ccccc1)c1ccccc1)(NC(C)=O)C(=O)OCC | -19
Cc1cccc(NC(=O)Nc2ccccn2)c1C | 9
O=C(O)CCN1C(=O)c2ccc(NC(=O)C(c3ccccc3)c3ccccc3)cc2C1=O | -1
FC(F)(F)c1cnc(N2CCN(C(=S)NCc3ccccc3)CC2)c(Cl)c1 | 13
CN(C)c1ccc2c3c(ccc(N(C)C)c13)C(=O)OC2 | 4
COc1cccc(C2C([N+](=O)[O-])=C(N)Oc3cc(C)oc(=O)c32)c1 (configuration not stated) | 3
O=C(OCc1ccc([N+](=O)[O-])cc1)c1ccc2ccccc2n1 | 1
O=C(O)c1cc(N2C(=O)CCC2=O)ccc1NCc1cccnc1 | 1
Oc1ccc(C2C=C(c3ccc(F)cc3)Nc3ncnn32)cc1 (configuration not stated) | 24
Cc1ccc(N2C(=O)C3CCC(C)(C2=O)C3(C)C)cc1 (configuration not stated) | 1
O=C(O)c1ccc(N2CCCCC2)cc1O | -6
O=c1ccc(=O)n(-c2ccccc2)[nH]1 | -3
O=C(CSc1ncc(C(F)(F)F)cc1Cl)NCC1CCCO1 (configuration not stated) | 19
CCOc1cc(/C=N/NC(=O)c2cccnc2)ccc1O | -6
COc1ccc2c(CC(=O)OCC(=O)NC(N)=O)coc2c1 | -13
Cc1cc(C(C)(C)C)cc(C)c1S(=O)(=O)N1CC(=O)Nc2ccccc21 | -3
COc1nccc(C(F)(F)F)c1C(=O)NC(=O)Nc1ccccc1 | 0
O=C(N/N=C/c1cccnc1)c1ccc(S(=O)(=O)N2CCCCCC2)cc1 | -1
Cc1nc2ccccc2c(=O)n1/N=C/c1cn[nH]c1-c1ccccc1 | -4
CC(=O)N(CCS(=O)(=O)c1ccc(Cl)cc1)Cc1cccs1 | -7
CCOC(=O)c1ccc(-n2nc(C)cc2C)cc1 | 4
Nc1ccc(-c2ccc(N)c(C(=O)O)c2)cc1C(=O)O | -3
COc1ccccc1Oc1c(C)oc2c(CN3CCOCC3)c(O)ccc2c1=O | 7
Cc1nc(-c2ccccc2OC(F)(F)F)[nH]c(=O)c1Cl | -5
Cc1ccc(-c2nn(CC(=O)N3CCOCC3)c(=O)c3ccccc23)cc1S(=O)(=O)N(C)C | -2

Additional structures
SMILES | S1P3 antag
COc1cccc(NC(=O)CN(C)C(C)C(=O)Nc2ccc(S(=O)(=O)N3CCOCC3)cc2)c1 (configuration not stated) | 2
c1ccc(Nc2ccccn2)nc1 | 10
CC1CC(C)CN(c2nc3c(c(=O)n(C)c(=O)n3C)n2CCSc2nc3ccccc3o2)C1 (configuration not stated) | -42
COc1ccc(/C=C/C(=O)NCCSCc2ccco2)cc1OC | -2
Cc1ccc(S(=O)(=O)N(C)C)cc1NC(=O)c1ccc2ccccc2n1 | -7
COC(=O)[C@H](Cc1ccccc1)NC(=O)NCCc1ccc(F)cc1 | -11
CCOC(=O)C1(CCOC)CCN(Cc2ccc3nonc3c2)CC1 | 8
COC(=O)c1ccccc1N=Nc1c(N)n[nH]c1N | -15
COc1ccc(CCNC(=O)C/C(C)=N/NC(=O)C(c2ccccc2)c2ccccc2)cc1OC | -7
CCN(CC(=O)Nc1cc(Cl)ccc1OC)CC(=O)NC1CCS(=O)(=O)C1 (configuration not stated) | -4
COc1ccc(C2C3=C(CCCC3=O)Nc3nc4ccccc4n32)c(OC)c1OC (configuration not stated) | 8
CCCCNc1nc(N)ncc1[N+](=O)[O-] | 7
Cn1c(=O)c2ncn(CC(=O)O)c2n(C)c1=O | 6
C=CCN1C(=O)C(Cc2ccccc2Cl)SC1=Nc1ccc(C(=O)O)cc1 (configuration not stated) | -12
COc1ccc(-n2c(SCC(=O)Nc3cccc(S(N)(=O)=O)c3)nc3ccccc3c2=O)cc1OC | 0
S=c1[nH]nc(-c2cccs2)n1C1CCCCC1 | 2
O=C1N=C(C=c2ccc(=Cc3[nH]c(=O)[nH]c3O)cc2)C(=O)N1 | 1
COc1ccc2[nH]c(C(=O)NCCc3ccccc3)cc2c1 | 2
O=C(O)CCC(=O)N1CCN(c2ncccn2)CC1 | -3
CC(C)(C)NC(=O)C(c1ccccn1)N(C(=O)c1csnn1)C1CCCC1 (configuration not stated) | 3
CCOC(=O)N1CCc2c(sc(NC(=O)CN3CCOCC3)c2C#N)C1 | 7
O=C(c1ccc(Cl)nc1)c1cccs1 | -14
Cc1ncc(S(=O)(=O)C(C)(C)C)c(N)n1 | 4
COc1ccc(C2=NN(C(=O)CN3CCCCC3)C(c3ccc(OC)cc3)C2)cc1 (configuration not stated) | 9
CC(C)OP(=O)(CCP(=O)(OC(C)C)OC(C)C)OC(C)C | 2

Part of the list above in a different format:
COc1cccc(NC(=O)CN(C)C(C)C(=O)Nc2ccc(S(=O)(=O)N3CCOCC3)cc2)c1 (configuration not stated)
- S1P3 antag: 2

c1ccc(Nc2ccccn2)nc1
- S1P3 antag: 10

CC1CC(C)CN(c2nc3c(c(=O)n(C)c(=O)n3C)n2CCSc2nc3ccccc3o2)C1 (configuration not stated)
- S1P3 antag: -42

COc1ccc(/C=C/C(=O)NCCSCc2ccco2)cc1OC
- S1P3 antag: -2

Looked up above:
In S1P3 antag, COc1ccc2[nH]c(C(=O)NCCc3ccccc3)cc2c1 is listed with 2
In S1P3 antag, c1ccc(Nc2ccccn2)nc1 is listed with 10
In S1P3 antag, Cc1ccc(S(=O)(=O)N(C)C)cc1NC(=O)c1ccc2ccccc2n1 is listed with -7

Further compounds:
SMILES | S1P3 antag
COc1cc(/C=N/N(C)C)cc(Br)c1O | -11
Cc1cccc(-n2ccnc2CN2CCN(C(C)C)C(CCO)C2)c1 (configuration not stated) | -13
CCOC(=O)Cn1c(=O)c(-c2cc(Br)ccc2N)nc2ccccc21 | -6
O=C(O)CSc1cc(C(=O)c2ccccc2O)cn2c(=O)c3c4c(sc3nc12)CCCC4 | -9
COc1ccc(-n2c(N)c(C(=O)Nc3c(C)n(C)n(-c4ccccc4)c3=O)c3nc4ccccc4nc32)cc1 | 6
Cc1cccc(-n2c(O)c(C=Nc3ccccc3O)c3ccccc3c2=O)n1 | -7
CCOc1ccc2c(c1)[nH]c(=S)n2C | -3
Cc1ccc(C(=O)N2C(=O)C(c3ccccc3)Oc3ccccc32)cc1 (configuration not stated) | 18
O=C(/C=C/c1cc([N+](=O)[O-])ccc1OC(F)F)Nc1cccc([N+](=O)[O-])c1 | 8
Cc1ccc(Cl)cc1NC(=S)N/N=C/c1cccc2ccccc12 | 5
Cc1nn(-c2ccccc2)nc1CNS(C)(=O)=O | 14
Cn1nccc1-c1cc(Cl)cc(Cl)c1O | -13
Cc1cc(NC(=O)Nc2cccc(Cl)c2)n(-c2ccccc2)n1 | 7
O=C(c1cc(S(=O)(=O)N2CCOCC2)c(Cl)cc1Cl)N1CCCCC1CO (configuration not stated) | -2
O=C(Nc1cc(S(=O)(=O)N2CCCCC2)ccc1N1CCCCC1)c1ccncc1 | 2
O=C(N/N=C/c1cccs1)c1cccnc1 | 3
Cc1ccc(C2N(c3cccc(Cl)c3)C(=O)N3CCCN23)cc1 (configuration not stated) | -5
O=C(O)CCCCCNC(=O)Cn1nnc2ccccc2c1=O | 3
O=S(=O)(CCN1CCSCC1)c1ccccc1 | -11
COc1cc(NC(=O)C(=O)N2CCN(C)CC2)c(OC)cc1Cl | -13
COc1ccccc1NNC(=O)c1cc(C(C)(C)C)nn1Cc1ccccc1 | 25
COCCN1C(=O)C(=O)/C(=C(/O)c2ccc(OCC(C)C)cc2)C1c1cccnc1 (configuration not stated) | 0
CC(Cc1ccccc1)NC(=O)c1cc([N+](=O)[O-])ccc1Cl (configuration not stated) | -6
Cc1nc(C(N)=O)nc2ccccc12 | -1
CCC1(C)Cc2ccccc2-c2nc(NCCCO)n(C)c(=O)c21 (configuration not stated) | -1

Later entries:
SMILES | S1P3 antag
NC(=O)CSc1n[nH]c(-c2ccco2)n1 | -5
COc1ccc(C(=O)NCC(=O)N/N=C(\C)c2ccco2)cc1OC | 4
CC(=O)NCc1ccc(C(=O)O)cc1 | -6
CNNC(=S)Nc1ccc(Cl)cc1 | 5
COc1ccc(OCC(=O)Nc2ccc3c(c2)nc(CN2CCN(C(C)=O)CC2)n3C)cc1 | -2
COc1ccc(CCC(=O)O)cc1OC | -14
Cc1cc(C)n(-c2nc(NCCN(C)C)c3c4c(sc3n2)COC(C)(C)C4)n1 | -1
COc1cccc(Oc2c(C)oc3c(CN4CCCCC4)c(O)ccc3c2=O)c1 | 0
C/C(=N\N1CCN(Cc2ccc(Cl)cc2)CC1)c1ccc([N+](=O)[O-])cc1 | 11
O=C1c2ccccc2C(=O)c2[nH]cnc21 | -21
CC(=O)c1ccc(NC(=O)C2CC(=O)Nc3nc4ccccc4n32)cc1 (configuration not stated) | -12
Cc1c(CBr)[n+](=O)c2c(n1[O-])C(Br)CCC2Br (configuration not stated) | -2
COc1ccc(CN2CCN(c3ccccn3)CC2)c(OC)c1C | 9
CCn1c2ccccc2c2nnc(SCN3C(=O)c4ccccc4C3=O)nc21 | 31
CC(=O)c1cccc(Nc2cc(C)nc3ccc(C)cc23)c1 | -13
Cc1ccccc1-c1noc(-c2ccccc2C(=O)O)n1 | 3
Cc1c(C(=O)NN)[nH]c2ccc([N+](=O)[O-])cc12 | 5
COc1ccc(-c2csc3nc(-c4ccccc4F)oc(=O)c23)cc1 | 4
CC(C)(C)c1cc(C(=O)O)n(Cc2ccc(Cl)cc2Cl)n1 | -9
S=c1[nH]nc(-c2cc(-c3ccccc3)n[nH]2)n1/N=C/c1ccc(Cl)cc1 | -13
Cc1cccc(NC(=O)Cn2c(O)c(N=NC(N)=S)c3ccccc32)c1 | 9
Cc1cc(C)c(NC(=S)N(C)C)c(C)c1 | 1
O=C(CCCN1C(=O)/C(=C/c2ccccc2Cl)SC1=S)NNC(=O)c1ccc(Cl)cc1 | -7
C=CCn1c(C)nc2c(sc3nc4c(cc32)COC(C)(C)C4)c1=O | -14
O=C(NCC(c1cccs1)N1CCOCC1)c1ccc(Cl)c(S(=O)(=O)N2CCOCC2)c1 (configuration not stated) | 3

In another format: three of the compounds above.
Structure	S1P3 antag
CC1CC(C)CN(c2nc3c(c(=O)n(C)c(=O)n3C)n2CCSc2nc3ccccc3o2)C1 (configuration not stated)	-42
COc1cc(/C=N/N(C)C)cc(Br)c1O	-11
COC(=O)[C@H](Cc1ccccc1)NC(=O)NCCc1ccc(F)cc1	-11

Three entries from above, reformatted:
| Molecule | S1P3 antag |
| --- | --- |
| CCn1c2ccccc2c2nnc(SCN3C(=O)c4ccccc4C3=O)nc21 | 31 |
| O=C(NCC(c1cccs1)N1CCOCC1)c1ccc(Cl)c(S(=O)(=O)N2CCOCC2)c1 (configuration not stated) | 3 |
| C=CCn1c(C)nc2c(sc3nc4c(cc32)COC(C)(C)C4)c1=O | -14 |

The listing continues.
SMILES | S1P3 antag
COc1ccc(C2CC(c3ccc(OC)cc3)n3nc(NS(C)(=O)=O)nc3N2)cc1 (configuration not stated) | 7
O=C(Nc1ccc(S(=O)(=O)NC2=NCCCCC2)cc1)c1ccc(C(F)(F)F)cc1 | 7
O=C(O)CCNc1ccc(Cl)cc1 | 1
Cn1c(COc2cccc3ccccc23)nnc1SCC(=O)OC1CCCCC1 | -20
COc1ccc(NC(=O)c2ccc(S(=O)(=O)N(C)c3ccccc3)cc2)cn1 | -8
O=C1OC(COc2ccc(Br)cc2)CN1c1ccccc1 (configuration not stated) | 0
O=[N+]([O-])c1ccc(Oc2ccc(Oc3ccc(C(F)(F)F)cn3)cc2)nc1 | 4
CCOC(=O)c1nn(-c2ccc([N+](=O)[O-])cc2)cc1O | -4
CC(=O)Nc1sc(N/N=C/c2ccc(C)cc2)nc1-c1ccc(C)cc1 | 1
O=c1c2ccccc2[nH]c(=S)n1CCN1CCc2ccccc2C1 | 4
Cc1ccc(-c2cc(C(=O)Nc3c(C)n(C)n(-c4ccccc4)c3=O)[nH]n2)c(O)c1C | -2
Cc1ccc(-c2nn(CCC(=O)NN3CCOCC3)c(=O)c3ccccc23)cc1 | -4
O=C(NCc1ccco1)/C(=C\c1ccco1)NC(=O)c1ccco1 | -12
C/C(Cc1ccccc1)=N/NC(=O)CNC(=O)C(c1ccccc1)c1ccccc1 | -1
Nc1ccc(S(=O)(=O)N2CCCC2C(=O)O)cc1 (configuration not stated) | -9
CC(C)CCN(C(=S)Nc1cccc(C(F)(F)F)c1)C(C)c1ccccn1 (configuration not stated) | 6
Clc1ccc(OCc2nnc3n2CCCCC3)c(Cl)c1 | 15
Cc1ccc([N+](=O)[O-])cc1-c1ccc(/C=N/NC(=O)CN2CCOCC2)o1 | 4
COc1ccc(CCNC(=O)c2cc(-c3cc(Cl)ccc3O)n[nH]2)cc1OC | 0
C(=N\Nc1nc(-c2cccnc2)nc2ccccc12)/c1ccccc1 | 6
S=c1nc(C2CC2)n(-c2ccccc2)[nH]1 | -2
O=C(CSc1ncnc2sc3c(c12)CCC3)Nc1ccccc1C(=O)O | -3
Cc1ccc(NC2Sc3ccccc3NC2=O)cc1Cl (configuration not stated) | 10
Cn1c(=O)[nH]c(=O)c2c1nc([N+](=O)[O-])n2Cc1ccccc1 | -3
Cc1cccn2c(=O)c3cc(C#N)c(=NC(=O)c4ccc5c(c4)OCO5)n(CC(C)C)c3nc12 | -9

New compounds follow:
SMILES | S1P3 antag
CN(C)Cc1nnnn1-c1ccccc1 | -3
Cc1ccccc1Oc1nc2c(C)cccn2c(=O)c1/C=C(\C#N)C(=O)NC1CCS(=O)(=O)C1 (configuration not stated) | 0
COc1ccccc1C(=O)O/N=C(\N)c1ccccn1 | 1
CCOC(=O)Cc1c(C)[nH]n(-c2ccccc2)c1=O | 1
Cc1ccccc1NCN1C(=O)C2CCC(C)(C1=O)C2(C)C (configuration not stated) | -12
C/C(=N/NC(=O)CN1CCN(Cc2ccccc2)CC1)c1ccc([N+](=O)[O-])cc1 | -4
N/C(=N\c1nc2ccccc2o1)NC(=O)c1cccc(Br)c1 | 10
Nc1cc(=O)[nH]c(SCC(=O)NC2CCCc3ccccc32)n1 (configuration not stated) | -1
CC(C)CNC(=S)NC(=O)c1csc([N+](=O)[O-])c1 | -7
FC(F)(F)c1cccnc1-n1cncn1 | 1

Source: PubChem
